ATXN viability: Viability Counterscreen for Primary qHTS for Inhibitors of ATXN expression | hit rate 0.49% among 400,000 | S2 cells (HEK-293 line with an ATXN2-luciferase reporter) viability, CellTiter-Fluor protease fluorescence, 24 h | AID 651635, 2014 | Potency, µM (titrated, usually from 56.7 µM), usual class: cytotoxic; further: nearly all actives have a fitted effect of over 40% in size
A549 tox: Nrf2 qHTS screen for inhibitors: counterscreen for cytotoxicity; A549 ARE-Fluc cells, CellTiter-Fluor viability, 18-24 h; Potency, µM (doses to about 46 µM), for inactives: top-dose activity change, negative = cytotoxicity, actives largely listed as inhibitors; hit rate 0.16% among 390,000; AID 504648, 2011; further: on the % scale 0 is the no-effect control and ±100 the full control effect
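Cytotoxicity counterscreen: CellTiter-Fluor fluorescence was measured in A549 ARE_Fluc cells after 18-24 h of compound exposure in a concentration series. The subsequent BugLite luminescent read reports ARE-luciferase activity.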
EPAC2 antagonist: qHTS for Antagonist of cAMP-regulated guanine nucleotide exchange factor 2 (EPAC2): primary screen. hit rate 0.18% among 360,000. Potency, µM (top dose mostly 114 µM), without a hit: at the top dose activity, negative = inhibition, most hits filed as inhibitors. Rap guanine nucleotide exchange factor 4 (Homo sapiens), Q8WZA2. EPAC2 GEF exchange of Rap1B-BODIPY-GDP, fluorescence; further: on the % scale 0 is the no-effect control and ±100 the full control effect; nearly all actives have a fitted effect of over 45% in size; many of its hits are not listed in these tables
Target sequence (Q8WZA2 whole entry, looked up): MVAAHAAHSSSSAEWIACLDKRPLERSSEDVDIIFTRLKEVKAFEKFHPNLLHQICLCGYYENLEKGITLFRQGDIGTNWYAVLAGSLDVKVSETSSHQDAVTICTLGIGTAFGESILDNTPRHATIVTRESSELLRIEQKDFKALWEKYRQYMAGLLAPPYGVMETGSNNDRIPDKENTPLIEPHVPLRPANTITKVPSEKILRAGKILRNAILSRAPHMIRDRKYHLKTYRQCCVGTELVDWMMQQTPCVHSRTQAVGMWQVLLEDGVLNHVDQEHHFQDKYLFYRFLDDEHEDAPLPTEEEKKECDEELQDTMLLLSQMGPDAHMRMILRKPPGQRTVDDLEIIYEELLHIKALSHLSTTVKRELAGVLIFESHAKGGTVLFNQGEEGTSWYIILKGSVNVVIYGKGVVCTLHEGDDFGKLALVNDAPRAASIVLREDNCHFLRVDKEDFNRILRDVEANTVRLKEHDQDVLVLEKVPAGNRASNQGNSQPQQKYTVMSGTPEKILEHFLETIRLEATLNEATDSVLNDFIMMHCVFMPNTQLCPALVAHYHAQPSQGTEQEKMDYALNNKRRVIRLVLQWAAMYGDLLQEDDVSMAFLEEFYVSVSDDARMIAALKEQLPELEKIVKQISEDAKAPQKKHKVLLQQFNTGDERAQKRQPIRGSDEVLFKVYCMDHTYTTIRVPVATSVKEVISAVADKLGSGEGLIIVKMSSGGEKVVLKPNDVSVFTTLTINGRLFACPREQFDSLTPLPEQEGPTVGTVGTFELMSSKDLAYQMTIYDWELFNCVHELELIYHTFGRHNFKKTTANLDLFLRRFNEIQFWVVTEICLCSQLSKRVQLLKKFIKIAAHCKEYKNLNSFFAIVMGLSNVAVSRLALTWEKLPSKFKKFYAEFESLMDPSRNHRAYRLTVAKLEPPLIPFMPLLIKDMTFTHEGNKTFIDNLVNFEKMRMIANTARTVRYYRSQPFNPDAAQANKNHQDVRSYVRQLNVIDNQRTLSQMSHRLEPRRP
Nrf2 inh: Nrf2 qHTS screen for inhibitors; A549 ARE-Fluc reporter, luciferase luminescence, 18-24 h; Potency, µM (top dose mostly 46 µM), for the others: at the top dose activity change, negative = inhibition, most hits filed as inhibitors; hit rate 2.1% among 360,000; further: on the % scale 0 is the no-effect control and ±100 the full control effect; nearly all actives have a fitted effect of over 60% in size
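Two sequential reads on A549 ARE_Fluc cells exposed to compound for 18-24 h: a CellTiter-Fluor fluorescence read for viability, then a luciferase luminescence read for Nrf2/ARE activity.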
HepG2 viability: qHTS for Inhibitors of TGF-b: Cytotox Counterscreen; Potency, µM (highest dose often 46.1 µM), inactives show at the highest dose activity change, negative = cytotoxicity, actives largely listed as cytotoxic; hit rate 0.76% among 410,000; HepG2 CAGA-GFP viability, ATP luminescence, 18 h; further: some results filed as inactive show a strong effect at the top dose
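HepG2 CAGA-GFP cells (1000/well, DMEM with 1% FBS) received compound, then TGF-beta at 500 pg/mL final, and were incubated 18 hours at 37 degrees C. Viability was read by CellTiter-Glo luminescence. Media-only wells were set as complete cell-killing and DMSO as no toxicity.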
TGFb inhibitor: qHTS for Inhibitors of TGF-b. Potency, µM (doses to about 46.1 µM), inactives show at the top dose activity, negative = inhibition, actives largely listed as inhibitors. hit rate 1.2% among 410,000. AID 588855, 2011. HepG2 CAGA-GFP TGF-b/SMAD3 reporter, GFP fluorescence, 18 h; TGF-beta stimulated, 500 pg/mL final; further: on the % scale 0 is the no-effect control and ±100 the full control effect; nearly all actives have a fitted effect of over 65% in size
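Using HEPG2 CAGA-GFP reporter cells at 1000 cells/well, we pinned test compounds, stimulated with recombinant TGF-beta (500 pg/mL final) and measured total well GFP after 18 h.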
Nrf2 activator: qHTS of Nrf2 Activators | Potency, µM (top dose mostly 46.1 µM), for the others: at the top dose activation, most hits filed as activators | AREc32 ARE-luciferase reporter (MCF7-derived line), luminescence, 24 h | hit rate 0.31% among 410,000; further: % of control where 0% means no effect; nearly all actives have a fitted effect of over 65% in size
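Cells of the AREc32 ARE-luciferase line are plated in OPTI-MEM containing 5% FBS and left overnight at 37 deg C. Compounds are pinned in, incubation continues 24 hr, and firefly luciferase signal is then measured.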
ATXN2 expr inh: Primary qHTS for Inhibitors of ATXN expression | hit rate 0.72% among 360,000 | HEK-293 ATXN2-luciferase reporter, luminescence, 24 h | Potency, µM (series often up to 57 µM), without a hit: at the top dose activity change, negative = inhibition, usual class: inhibitors | AID 1745845, 2022; further: on the % scale 0 is the no-effect control and ±100 the full control effect; nearly all actives have a fitted effect of over 55% in size
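ATXN2-luciferase reporter cells (luciferase flanked by upstream and downstream ATXN2 gene portions) were treated 24 h at 37 °C with compounds at up to 57 uM. SteadyGlo luminescence gave expression; GF-AFC fluorescence gave viability.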
MCF10A rerep: A quantitative high throughput screen for small molecules that induce DNA re-replication in MCF 10a normal breast cells; Potency, µM (top dose mostly 46.1 µM), for inactives: at the top dose activity, positive = re-replication, most hits filed as activators; MCF 10A DNA re-replication, Hoechst nuclear intensity, 48 h; hit rate 2.9% among 350,000; further: % of control where 0% means no effect; nearly all actives have a fitted effect of over 50% in size
Starred values were filed as active, the others as inactive; i = inactive; ? = inconclusive; · = not tested or not shown; & = joins results of further samples; [ ] = dose if it differs, or a comment. The call rests on the fitted dose curve; in most records, active means well fitted curve in the direction sought with a large enough effect; inconclusive means small, poorly fitted or top-dose-only effect, or another doubt; inactive means no such curve, though single readings can be large; an effect the other way counts as inactive or inconclusive. Potency means the concentration at half of the fitted maximal effect.

SMILES	ATXN viability	A549 tox	EPAC2 antagonist	Nrf2 inh	HepG2 viability	TGFb inhibitor	Nrf2 activator	ATXN2 expr inh	MCF10A rerep
CCN(CC)CCCNC(=O)Cn1ncn2cccc2c1=O	i	-8%	-4%	-5%	-12%	-2%	-0.3%	?	0%
CCCCNC(=O)C(CC)Sc1nnc(-c2cccc(F)c2)c(-c2cccc(F)c2)n1 (centres undefined)	·	-26%	·	·	4%	18%	11%	·	·
Cn1c(=O)oc2cc(S(=O)(=O)N3CCC(C(=O)NCc4ccccc4)CC3)ccc21	i	8%&7%	-9%	10%&-3%	4%&-2%	-5%&-29%	3.9%&-1.2%	1%&-7%	15%
CC(C)NC(=O)N(C)C[C@H]1OCCCC[C@H](C)Oc2ccc(NS(=O)(=O)c3ccccc3)cc2C(=O)N([C@H](C)CO)C[C@H]1C	i	·	4%	·	15%	24%	-0.2%	3%	·
CCc1nnc(NC(=O)CSc2nnc(-c3ccccc3O)n2-c2ccc(C)cc2)s1	i	-26%	12%	7%	8%	-3%	0.2%	20%	?
COc1cc2ccccc2cc1C(=O)N1CCN(C(C)=O)CC1	i	1%	1%	1%	6%	0%	0.2%	10%	-1%
CCC(C)NC(=O)CSc1nc2cc3c(cc2c(=O)n1CCCCCC(=O)NCc1ccc2c(c1)OCO2)OCO3 (centres undefined)	·	3%	·	·	17%	2%	0.5%	·	·
NC(=O)c1nnn(Cc2cc(Cl)c(C(=O)c3ccc(Cl)cc3)c(Cl)c2)c1N	?	·	?	·	·	·	0.4%	?	·
CN(Cc1ccccc1)C(=O)c1ccc(NC(=O)Cc2ccc(NC(=O)C3CCCN(C(=O)C4CCCCC4)C3)cc2)cc1 (centres undefined)	i	5%	-11%	?	-4%	?	6.3%	-9%	?
COc1ccc(CCNc2nncc(=O)[nH]2)cc1OC	i	13%	0%	-3%	-5%	-3%	0.4%	-7%	18%
COc1ccc(C(=S)N2CCOCC2)cc1OS(=O)(=O)c1ccc(Br)cc1	i	0%	5%	?	-22%	-3%	3.8%	-8%	14%
Cc1ccc(N2C(=O)C3C=NNC3C2=O)cc1 (centres undefined)	?	-13%	-1%	4%	-1%	-1%	-0.6%	4%	1%
C=CC[C@@H](Cc1ccc(F)cc1)C(=O)OC[C@@H]1CCCN1C(=O)[C@@H](CC=C)CC(=O)NCCO	i	0%	10%	-2%	0%	0%	0.0%	-6%	31%
Cc1csc(NC(=O)Cn2cnnn2)n1	i	-5%	7%	-8%	16%	12%	3.4%	5%	-3%
C[C@@H]1O[C@H](CCc2cccc(Cl)c2)CC2=C1C(=O)OC(C)(C)O2	i	·	-9%	·	·	·	0.1%	-14%	·
Cc1oc(-c2cc(F)ccc2F)nc1CN1CCN(C)C(=O)[C@@H]1C	i	1%	2%	?	5%	0%	-0.5%	-4%	-5%
Oc1ccc(-c2csc(Nc3ncccn3)n2)c(O)c1	i	-12%	3%	?	-4%	-20%	4.9%	35%[activator]	1%
COc1ccc(Cc2nnc(-c3cccc(C)c3)o2)cc1OC	i	-2%	-14%	0%	-14%	-1%	3.9%	21%	4%
Cc1ccc(CN2CCCN(Cc3c(F)cccc3Cl)S2(=O)=O)cc1	i	17%	-2%	-25%	-7%	0%	0.0%	3%	0%
Cc1ccc2c(c1)cc(CN(Cc1ccc3c(c1)OCO3)S(=O)(=O)c1ccccc1)c1nnnn12	i	-5%	2%	?	1%	2%	-0.5%	-5%	6%
O=C(NCCc1ccccc1F)c1cc(COc2ccc(F)cc2F)on1	?	·	-22%	·	-16%	-6%	4.6%	·	·
Cc1csc2nc(COc3ccccc3NC(=O)c3ccc(C(C)(C)C)cc3)cc(=O)n12	i	-2%	·	15%	2%	0%	0.3%	16%	·
C/C(=N\Nc1nc(C(C)(C)C)cs1)c1ccccc1	?	2%	5%	?	-26%	?	?	·	-2%
COc1cc(OC)c(NC(=S)Nc2cccc(C)c2)cc1Cl	i	9%	-3%	8%	-21%	0%	1.6%	0%	3%
CCOC(=O)NC(=O)/C(C#N)=C\NNc1ncc(C(F)(F)F)cc1Cl	i	11%	-7%	?	-2%	6%	3.2%	-12%	4%
(list continues)
SMILES	ATXN viability	A549 tox	EPAC2 antagonist	Nrf2 inh	HepG2 viability	TGFb inhibitor	Nrf2 activator	ATXN2 expr inh	MCF10A rerep
O=C(NCc1ccc(Cl)cc1)C1CCCN(c2nc3ccccc3n3cccc23)C1 (centres undefined)	·	3%	·	-5%	0%	-6%	-0.5%	·	·
Cc1ccccc1C(=O)Nc1cccc(NC(=O)c2ccccc2[N+](=O)[O-])c1	?	-2%	7%	-24%	-12%	-2%	-0.1%	·	0%
COc1ccccc1N1CCN(c2ccc(N3C(=O)CCC3=O)cc2[N+](=O)[O-])CC1	i	-1%	1%	6%	6%	-1%	-0.9%	-1%	-4%
Cc1ccc(NC(=S)Nc2ccc3cn[nH]c3c2)cc1	i	3%	45%[activator]	?	0%	1%	3.7%	31%	-1%
Cc1cccc(Cc2nnc(CCC(=O)N(C)Cc3ccncc3C)o2)c1	i	-2%	12%	18%	8%	0%	0.1%	-15%	3%
O=C(NC1CCCCCC1)C1CCN(C(=O)c2cccc(Cl)c2)CC1	i	-3%	2%	-21%	-1%	0%	-0.8%	-6%	?
CC1=C(C(=O)Nc2ccccc2)C(c2ccc(O)cc2)N2C(=O)CSC2=N1 (centres undefined)	i	6%	-6%	11%	-12%	0%	1.5%	-15%	9%
COC(=O)c1ccc2c(=O)sc(N3CCC(C(N)=O)CC3)nc2c1	i	1%	4%	-9%	-24%	-6%	0.1%	-3%	-4%
COc1ccccc1N1C(=O)c2ccccc2NC1c1ccncc1 (centres undefined)	?	-6%	0%	·	3%	11%	-0.8%	-18%	-1%
COc1cc(C(=S)N2CCCCC2)ccc1OCC(=O)Nc1ccc(F)cc1	i	-15%	-9%	?	-5%	-4%	-0.2%	-20%	1%
COc1ccc(-c2cc(C(=O)N3CCCCC3)c3ccccc3n2)cc1	i	-1%	1%	4%	-1%	5%	1.7%	1%	5%
Cc1cc(C(=O)N2CCOCC2)ccc1[N+](=O)[O-]	i	2%	-3%	-12%	-11%	-11%	-0.7%	-21%	1%
Cc1c(NC(=O)c2cccc(S(=O)(=O)N(C)c3ccccc3)c2)c(=O)n(-c2ccccc2)n1C	i	2%	-9%	-8%	-15%	-1%	-0.2%	1%	-5%
CC(=O)N1CCN(C(=O)COC(=O)c2ccc(S(C)(=O)=O)cc2)CC1	i	-8%	0%	-1%	9%	6%	-0.1%	5%	-6%
Cc1ccc(-c2cc(C(=O)N3CCN(C(=O)c4ccco4)CC3)[nH]n2)cc1C	i	-11%	-4%	-26%	3%	-4%	0.2%	-4%	1%
COC(=O)CNC(=O)COc1ccccc1	i	-12%	-4%	-13%	-14%	-9%	-0.5%	-8%	-3%
CCOc1ccccc1CNC(=O)CCCN1C(=O)c2cccnc2Oc2ccc(Cl)cc21	·	-2%	·	-28%	-20%	-30%	4.0%	·	·
O=C1CN(C(=O)OCc2ccccc2)c2ccccc2N1	?	3%	5%	17%	-7%	0%	2.4%	69%[activator]	26%
CC(NC(=O)c1ccccc1Br)C1CC2CCC1C2 (centres undefined)	i	-1%	-5%	13%	2%	0%	2.4%	3%	9%
CCCCCCCCCCSc1n[nH]c(N)n1	i	-3%	-10%	-5%	-51%	?	0.5%	-2%	?
Cc1cccc(N(CC(=O)NCc2ccco2)C(=O)CCC(=O)Nc2ccccn2)c1	i	10%	-4%	-7%	1%	6%	3.9%	0%	-4%
CCN(CC)C(=O)CSc1ccccc1N	i	0%	10%	?	-1%	22%	3.2%	13%	-4%
COc1cc(C2CC(=O)c3cnc(N4CCN(CCO)CC4)nc3C2)cc(OC)c1OC (centres undefined)	i	-9%	·	?	-23%	4%	-0.4%	0%	·
Cc1cccc(CCNC(=O)CC2C(=O)NCCN2Cc2ccccc2C)n1 (centres undefined)	i	-10%	-5%	-5%	1%	2%	0.0%	5%	6%

At a glance, 9 of the compounds above:
SMILES	ATXN viability	A549 tox	EPAC2 antagonist	Nrf2 inh	HepG2 viability	TGFb inhibitor	Nrf2 activator	ATXN2 expr inh	MCF10A rerep
O=C(NCc1ccc(Cl)cc1)C1CCCN(c2nc3ccccc3n3cccc23)C1 (centres undefined)	·	3%	·	-5%	0%	-6%	-0.5%	·	·
Cc1ccccc1C(=O)Nc1cccc(NC(=O)c2ccccc2[N+](=O)[O-])c1	?	-2%	7%	-24%	-12%	-2%	-0.1%	·	0%
COc1ccccc1N1CCN(c2ccc(N3C(=O)CCC3=O)cc2[N+](=O)[O-])CC1	i	-1%	1%	6%	6%	-1%	-0.9%	-1%	-4%
Cc1ccc(NC(=S)Nc2ccc3cn[nH]c3c2)cc1	i	3%	45%[activator]	?	0%	1%	3.7%	31%	-1%
Cc1cccc(Cc2nnc(CCC(=O)N(C)Cc3ccncc3C)o2)c1	i	-2%	12%	18%	8%	0%	0.1%	-15%	3%
O=C(NC1CCCCCC1)C1CCN(C(=O)c2cccc(Cl)c2)CC1	i	-3%	2%	-21%	-1%	0%	-0.8%	-6%	?
CC1=C(C(=O)Nc2ccccc2)C(c2ccc(O)cc2)N2C(=O)CSC2=N1 (centres undefined)	i	6%	-6%	11%	-12%	0%	1.5%	-15%	9%
COC(=O)c1ccc2c(=O)sc(N3CCC(C(N)=O)CC3)nc2c1	i	1%	4%	-9%	-24%	-6%	0.1%	-3%	-4%
COc1ccccc1N1C(=O)c2ccccc2NC1c1ccncc1 (centres undefined)	?	-6%	0%	·	3%	11%	-0.8%	-18%	-1%

An excerpt, so the mix of outcomes need not match the whole.
